Source: PubChem
Tau fluor counter – Counterscreen qHTS for Inhibitors of Tau Fibril Formation, Fluorescence Polarization. tau K18 P301L (four-repeat tau fragment) Alexa594 fluorescence, heparin fibrillization. Potency, µM (titrated, usually from 57.7 µM), for the others: at the highest dose activity change, negative = decrease. 280,000 tested, 0.93% active; further: on the % scale 0 is the no-effect control and ±100 the full control effect; nearly all actives have a fitted effect of over 55% in size
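Human K18 P301L tau (15 uM unlabeled plus 0.24 uM Alexa 594-labeled, final) in 100 mM sodium acetate pH 7 was mixed with compound and 20 uM heparin and incubated 6 hr at 37 C.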
GAA spleen mod – qHTS Assay for Inhibitors and Activators of Human alpha-Glucosidase From Spleen Homogenate; Potency, µM (highest dose often 79.9 µM), for inactives: at the top dose activity change, negative = inhibition, usual class: inhibitors; human spleen homogenate, 4-MU-alpha-glucoside fluorescence; 240,000 tested, 0.006% active; Lysosomal alpha-glucosidase (Homo sapiens), P10253; AID 2112, 2009;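 further: 0% = enzyme with vehicle and -100% = no enzyme basal signal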
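Human spleen homogenate (1 ug) incubated with compounds and 1 mM 4-methylumbelliferyl-alpha-D-glucopyranoside in pH 5.0 citrate/phosphate buffer, 37 C, 40 min. Stopped at pH 10; 4-MU fluorescence (Ex 365/Em 440 nm); AC50 by Hill fit.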
ALDH1A1 block – qHTS Assay for Inhibitors of Aldehyde Dehydrogenase 1 (ALDH1A1); Purified ALDH1A1, NADH fluorescence, propionaldehyde substrate; Potency, µM (top dose mostly 75.3 µM), for the others: at the highest dose activity, negative = inhibition, actives largely listed as inhibitors; 220,000 tested, 7.3% active; AID 1030, 2008; active means well fitted inhibition curve with a large enough effect, not every such curve was filed as active; inconclusive means small, poorly fitted or top-dose-only effect, or another doubt; inactive means no such curve, though single readings can be large or run the other way;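 further: plate controls were no enzyme wells and a reference inhibitor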
Target sequence (P00352 whole entry, looked up): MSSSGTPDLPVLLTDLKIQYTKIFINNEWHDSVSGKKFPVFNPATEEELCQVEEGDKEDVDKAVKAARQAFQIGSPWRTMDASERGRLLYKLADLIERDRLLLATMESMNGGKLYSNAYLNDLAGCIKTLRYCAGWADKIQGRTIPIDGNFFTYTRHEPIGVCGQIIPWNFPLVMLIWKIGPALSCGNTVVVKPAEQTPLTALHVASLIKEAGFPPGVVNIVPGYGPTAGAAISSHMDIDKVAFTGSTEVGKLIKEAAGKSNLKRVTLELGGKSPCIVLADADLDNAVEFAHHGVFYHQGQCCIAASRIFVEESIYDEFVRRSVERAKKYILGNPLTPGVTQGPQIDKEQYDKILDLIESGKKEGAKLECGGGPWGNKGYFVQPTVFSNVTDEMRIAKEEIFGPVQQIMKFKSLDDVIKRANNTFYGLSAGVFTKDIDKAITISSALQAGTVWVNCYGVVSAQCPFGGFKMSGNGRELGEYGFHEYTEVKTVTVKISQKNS
GLA spleen mod – qHTS Assay for Inhibitors and Activators of Human alpha-Galactosidase From Spleen Homogenate. 240,000 tested, 0.008% active. Potency, µM (titrated, usually from 80 µM), without a hit: at the highest dose activity change, negative = inhibition, usual class: inhibitors. Alpha-galactosidase A (Homo sapiens), P06280. AID 2107, 2009. human spleen homogenate, 4MU-alpha-Gal fluorescence, 40 min;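 further: 0% = enzyme with vehicle and -100% = no enzyme basal signal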
Target sequence (P06280 32-429 limits assumed): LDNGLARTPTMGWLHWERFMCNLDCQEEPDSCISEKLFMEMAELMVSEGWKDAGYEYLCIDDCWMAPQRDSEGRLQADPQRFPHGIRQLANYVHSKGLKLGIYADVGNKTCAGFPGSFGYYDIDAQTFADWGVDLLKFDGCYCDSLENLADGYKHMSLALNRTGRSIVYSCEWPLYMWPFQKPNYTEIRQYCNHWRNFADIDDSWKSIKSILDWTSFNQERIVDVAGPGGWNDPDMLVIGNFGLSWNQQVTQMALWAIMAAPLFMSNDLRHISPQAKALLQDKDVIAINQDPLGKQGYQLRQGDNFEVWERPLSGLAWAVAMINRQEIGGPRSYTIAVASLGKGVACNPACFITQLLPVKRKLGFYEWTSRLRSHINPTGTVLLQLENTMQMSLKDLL
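Human spleen homogenate (1 ug) was the enzyme source, with 4-methylumbelliferyl-alpha-D-galactopyranoside (1 mM final) in pH 5.0 citrate buffer with 0.01% Tween-20. Compounds were titrated; after 40 min at 37C, NaOH/glycine stop, 4-MU fluorescence read; AC50 from Hill fits.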
NPSR antag – qHTS Assay for Antagonists of the Neuropeptide S Receptor: cAMP Signal Transduction; Potency, µM (series often up to 38.3 µM), for the others: top-dose activity change, negative = inhibition, usual class: inhibitors; Q6W5P4; 220,000 tested, 1% active; CHO-NPSR cells, cAMP TR-FRET, antagonist mode; AID 1461, 2008; further: on the % scale 0 is the no-effect control and ±100 the full control effect; nearly all actives have a fitted effect of over 50% in size; many of its hits are not listed in these tables
GAA inh – qHTS Assay for Inhibitors of Human alpha-Glucosidase as a Potential Chaperone Treatment of Pompe Disease; Lysosomal alpha-glucosidase (Homo sapiens), P10253; purified human GAA, 4-MU-alpha-glucoside fluorescence; Potency, µM (highest dose often 76.9 µM), inactives show top-dose activity change, negative = inhibition, hits mostly inhibitors; 200,000 tested, 0.005% active;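 further: plate controls were uninhibited enzyme wells for no effect and no-enzyme background for full effect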
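Endpoint fluorogenic read: 20 min room-temperature reaction of 4 nM human alpha-glucosidase with 400 uM 4-methylumbelliferyl-alpha-D-pyranoside, pH 5.0, quenched with 1M NaOH/1M glycine pH 10. AC50 from Hill modeling.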
Epigenetic derep – Quantitative High-Throughput Screen for Regulators of Epigenetic Control. Potency, µM (highest dose often 53.9 µM), for inactives: at the top dose GFP activation, hits mostly activators. murine LDR cells, GFP reporter derepression, 30 h. 280,000 tested, 0.2% active; further: % of control where 0% means no effect; nearly all actives have a fitted effect of over 60% in size
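Reporter derepression read as number of fluorescent GFP-positive objects, 20-120 um in size, counted by laser-scanning cytometer. Mouse LDR line with an epigenetically silenced CMV-GFP locus; compound incubation 30 h, 37 C.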
GAA glycogen – qHTS Assay for Inhibitors and Activators of Human alpha-Glucosidase Cleavage of Glycogen. recombinant GAA, glycogen substrate, Amplex Red glucose oxidase fluorescence. Potency, µM (top dose mostly 76.4 µM), for the others: at the top dose activity change, negative = inhibition, actives largely listed as inhibitors. AID 2100, 2009. Lysosomal alpha-glucosidase (Homo sapiens), P10253. 300,000 tested, 0.38% active;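 further: 0% = full enzyme reaction and -100% = no-enzyme basal signal; the screen sought inhibitors and activators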
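qHTS, 1536-well; enzyme 4 nM final; cpd up to 77 uM; substrate bovine liver glycogen 30 ug; 50 mM citrate/phosphate pH 5.0, 0.01% Tween-20; 37 C, 40 min; Amplex Red detection 45 min RT; Hill fit → AC50.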
* marks the source's active call; other numbers are inactive results; ? = inconclusive; . = no result given; & = joins results of further samples; [ ] = remark or other dose. Unless noted, the call rests on the fitted dose curve; in most records, active means well fitted curve in the direction sought with a large enough effect; inconclusive means small, poorly fitted or top-dose-only effect, or another doubt; inactive means no such curve, though single readings can be large; an effect the other way counts as inactive or inconclusive. Potency means the concentration at half of the fitted maximal effect. Not all compounds are listed. The share of hits here may be higher or lower than overall.

Each structure is followed by: GLA spleen mod, GAA spleen mod, NPSR antag, Tau fluor counter, ALDH1A1 block, GAA inh, Epigenetic derep, GAA glycogen
(1) CC(=O)Nc1ccccc1C(=O)N1CCc2ccccc21
  0%, 0%, -11%[46.1 µM], -6%, ?, -14%, ?, 4%
(2) CCN(CC)CCOC(=O)c1ccc(N/C=C(/C#N)c2nc(-c3ccc(OC)cc3)cs2)cc1
  -6%, -6%, 10%, -14%, ., ., 1.0%, 0%
(3) Nc1nnc(CCCCCCCCCCc2nnc(N)s2)s1
  -1%, 1%, -1%, -15%, ?, -14%, -1.4%, 10%
(4) O=C(CSC(=S)N1CCCCC1)Nc1nc(-c2ccccc2)c(-c2ccccc2)o1
  -1%, -6%, -24%[46.1 µM], -9%, -13%, 4%, -1.1%, 1%
(5) CCOC(=O)c1cc(NC(=O)c2ccoc2C)cc(C(=O)OCC)c1
  -1%, -8%, ?, ?, 6.3µM*, -9%, 0.4%, -6%
(6) CN1[C@@H](CC(=O)c2ccccc2)CCC[C@H]1C[C@H](O)c1ccccc1
  4%&5%&-27%&-10%&2%, -14%&10%&-9%&-4%&-3%, 2%, 7%&-8%&-7%&-4%&-6%, -5%&-1%&4%&6%, -8%&-1%[15.4 µM], -2.2%&-1.2%&0.0%&0.0%&0.0%, 5%&-1%
(7) O=C(N/N=C\c1ccc(OC(=O)c2cccs2)cc1)c1ccc(Cl)cc1
  -4%, 2%, 7%, 9%, 1%, 4%, 1.5%, -4%
(8) CCN(CC)c1ccc(S(=O)(=O)N2CCOCC2)cc1NC(=O)CN1CCc2ccccc2C1
  -8%, -4%, -52%, -2%, ?, 8%, 1.3%, 7%
(9) Cc1cc(C)c(OCC(=O)Nc2nc(-c3ccccn3)cs2)c(C)c1
  -5%, 7%, -19%, -26%, ?, 4%, -1.0%, 2%
(10) Cc1ccc(N(C(=O)c2nsc(Cl)c2Cl)C(C(=O)NC2CCCC2)c2ccc(O)cc2)cc1C (stereo unspecified)
  -2%, -4%, -49%, -22%, -1%, -4%, -0.9%, 0%
(11) CCC#CCOCC(=S)Nc1ccccc1
  6%, 6%, ., -4%, 6%, ., 2.5%, .
(12) O=C(CN1C(=O)NC2(CCc3ccccc3C2)C1=O)Nc1ccc(F)cc1 (stereo unspecified)
  1%, 5%, 18%, -9%, 24%, -2%, 1.1%, -6%
(13) COc1ccccc1N1CCN(C(C)C(=O)Nc2ccc(S(=O)(=O)N3CCOCC3)cc2)CC1 (stereo unspecified)
  -4%, 4%, -14%, -13%, -8%, -4%, -1.7%, -16%
(14) CCCCc1ccc(S(=O)(=O)Nc2ccc(C)c(NS(C)(=O)=O)c2)cc1
  7%, -12%, -2%, 4%, ., ., 3.2%, -2%
(15) COC(=O)c1ccc2nc(NC(=O)CN3C(=O)CCC3=O)sc2c1
  5%, -7%, 5%[46.1 µM], -9%, ?, -6%, -1.0%, 14%
(16) O=C(NCc1cccs1)c1ccc([N+](=O)[O-])cc1Cl
  2%, -3%, 17%, -7%, 12%, 9%, 1.0%, 2%
(17) O=C(O)CSC1=NC(=Nc2cccc(Cl)c2)C2(CCCCC2)N1c1ccccc1
  1%, 4%, -14%, -4%, 9%, 2%, -1.1%, -1%
(18) CCN(CC)CCN(C(=O)c1ccc([N+](=O)[O-])cc1)c1nc2c(OC)cccc2s1
  7%, 5%, -6%, -1%, 1%, -14%, 8.1%, 0%
(19) Cn1c(SCC(=O)N/N=C/C=C\c2ccco2)nc2ccccc21
  -12%, 2%, -29%[46.1 µM], 3%, 6µM*, -17%, -2.0%, 6%
(20) O=C(Cn1nc(Cl)nc1Cl)Nc1ccccc1
  4%, 1%, 1%[46.1 µM], -7%, 8%, ?, -0.7%, 7%
(21) Cc1nc(SCC(=O)NCCc2ccccc2)n[nH]1
  9%, 0%, 0%[46.1 µM], 9%, -1%, 3%, -5.5%, 3%
(22) COC(=O)c1ccncc1C(=O)Nc1ccc(OC)cc1
  -4%, 1%, 15%, 2%, 3%, -7%, -1.1%, 11%
(23) CCOC(=O)C1=C(N)Oc2cc(C)n(C)c(=O)c2C1c1ccncc1 (stereo unspecified)
  6%, 1%, -1%[46.1 µM], 4%, 5%, -14%, 0.0%, -6%
(24) Cc1sc2ncnc(NC(C)C(=O)O)c2c1C (stereo unspecified)
  4%, 7%, 3%, 0%, ?, 2%, 0.0%, -5%
(25) Cc1ccc(-n2c(=O)c3cc4c(=O)n(-c5ccc(C)c(C)c5)c(=O)c4c(C(=O)c4ccc(C(=O)O)cc4)c3c2=O)cc1C
  -5%, -5%, 8%, -59%, ., ., -1.8%, 5%
(26) CCN(CC)c1ccc(NC(=O)/C=C/c2cc(Br)ccc2OC)cc1
  9%, -1%, -9%[46.1 µM], ?, 1%, -3%, 1.9%, 1%
(27) Cc1c(OCc2ccccc2)cccc1OCc1ccccc1
  -7%[17.5 µM], 6%[17.4 µM], 10%, -9%[11.6 µM], 5%[13.5 µM], 1%, 0.8%[10.1 µM], 3%
(28) O=C(O)Cc1n[nH]c(=O)c2ccccc12
  1%, 5%, 5%, 4%, 3%, -6%, 7.4%, -2%
(29) O=C1NCCCC1C(=O)N1CCN(C(c2ccccc2)c2ccccc2)CC1 (stereo unspecified)
  11%, -8%, -8%[46.1 µM], 0%, 7%, -2%, -0.4%, 2%
(30) CC(C)(C)C1=NN(c2ccc([N+](=O)[O-])cc2)C(c2ccccc2)C1 (stereo unspecified)
  3%, 0%, -50%, -21%, ?, -4%, -0.1%, -5%

Some of the entries so far, tab-delimited.
item	Structure	GLA spleen mod	GAA spleen mod	NPSR antag	Tau fluor counter	ALDH1A1 block	GAA inh	Epigenetic derep	GAA glycogen
28	O=C(O)Cc1n[nH]c(=O)c2ccccc12	1%	5%	5%	4%	3%	-6%	7.4%	-2%
29	O=C1NCCCC1C(=O)N1CCN(C(c2ccccc2)c2ccccc2)CC1 (stereo unspecified)	11%	-8%	-8%[46.1 µM]	0%	7%	-2%	-0.4%	2%

From entry 14 up to 19, copied from above:
Each structure is followed by: GLA spleen mod, GAA spleen mod, NPSR antag, Tau fluor counter, ALDH1A1 block, GAA inh, Epigenetic derep, GAA glycogen
(14) CCCCc1ccc(S(=O)(=O)Nc2ccc(C)c(NS(C)(=O)=O)c2)cc1
  7%, -12%, -2%, 4%, ., ., 3.2%, -2%
(15) COC(=O)c1ccc2nc(NC(=O)CN3C(=O)CCC3=O)sc2c1
  5%, -7%, 5%[46.1 µM], -9%, ?, -6%, -1.0%, 14%
(16) O=C(NCc1cccs1)c1ccc([N+](=O)[O-])cc1Cl
  2%, -3%, 17%, -7%, 12%, 9%, 1.0%, 2%
(17) O=C(O)CSC1=NC(=Nc2cccc(Cl)c2)C2(CCCCC2)N1c1ccccc1
  1%, 4%, -14%, -4%, 9%, 2%, -1.1%, -1%
(18) CCN(CC)CCN(C(=O)c1ccc([N+](=O)[O-])cc1)c1nc2c(OC)cccc2s1
  7%, 5%, -6%, -1%, 1%, -14%, 8.1%, 0%
(19) Cn1c(SCC(=O)N/N=C/C=C\c2ccco2)nc2ccccc21
  -12%, 2%, -29%[46.1 µM], 3%, 6µM*, -17%, -2.0%, 6%

Next part
Each structure is followed by: GLA spleen mod, GAA spleen mod, NPSR antag, Tau fluor counter, ALDH1A1 block, GAA inh, Epigenetic derep, GAA glycogen
(31) FC(F)(F)c1cc(-c2ccccc2)nc(N2CCOCC2)n1
  -5%, 4%, ?, -4%, -1%, 0%, 1.1%, 0%
(32) Cc1cccc(COCC(Cc2ccccc2)N2CCN(C(=O)c3cccc(C)c3)CCC2=O)c1 (stereo unspecified)
  1%, 3%, -44%, -12%, ?, -12%[15.4 µM], 2.0%, -5%
(33) Cc1nn(-c2ncc(C(F)(F)F)cc2Cl)c(=O)n1-c1ccccc1
  3%, -3%, -1%[46.1 µM], 0%, 0%, 2%, -2.0%, -14%
(34) O=C(NCCN1CCOCC1)c1ccc(CS(=O)(=O)c2c(Cl)cccc2Cl)o1
  5%, 3%, -4%[46.1 µM], -1%, ?, -2%[15.4 µM], 0.7%, -5%
(35) COc1cccc(OC)c1C(=O)NC(=S)Nc1cccc(NC(=O)c2ccco2)c1
  7%, 4%, 2%, -13%, ?, -3%, 6.0%, -18%
(36) CCCCNC(=S)N1CCN(c2ccc(C(C)=O)cc2)CC1
  4%, 0%, -12%, -26%, ., ., 0.0%, -7%
(37) Cc1ccc2nc(SCc3cn4c(C)cc(C)nc4n3)[nH]c2c1
  -1%, 1%, 2%[46.1 µM], -4%, 17%, 2%, 0.0%, 7%
(38) Cc1cc(C)nc(N2CCCC(C(=O)NC(C)C)C2)n1 (stereo unspecified)
  2%, 1%, 19%, -3%, -6%, -14%, -3.5%, -7%
(39) COc1ccc(C(=O)NCC(=O)N/N=C/C(C)=C/c2ccccc2)cc1OC
  -15%, -4%, -10%, -8%, ?, -3%, 2.6%, -2%
(40) COc1ccc(N(CC(=O)N2CCN(c3ccc(F)cc3)CC2)S(=O)(=O)c2c(C)n[nH]c2C)cc1
  0%, 3%, -58%, -24%&-22%, 0%, -3%, 1.1%&-4.7%, -10%
(41) Cc1c(N2C(=O)c3cccc4cccc(c34)C2=O)cnn1C
  -3%, -12%, 4%, 4%, ., ., 0.0%, 0%
(42) C/C(=N/NC(=O)CNC(=O)c1ccc2c(c1)OCO2)c1ccc2c(c1)CCCC2
  -3%, -2%, 6%, -20%, ?, -1%, 6.5%, -4%
(43) O=C(CCC(=O)OCc1ccc(Cl)cc1)Nc1ccccc1
  11%, 5%, 17%, -4%, -1%, 8%, -2.6%, 8%
(44) CCC(=O)N1CCc2cc(S(=O)(=O)CCC(=O)NCCc3ccccc3)ccc21
  -8%, -2%, 8%[46.1 µM], -9%, 12%, -5%, 0.0%, 5%
(45) Cn1cc(CN2CCN(Cc3cccnc3)CC2)c(-c2ccc3c(c2)OCCO3)n1
  3%, 3%, -3%, 2%, -2%, -11%, -1.1%, -7%
